SDO1 yeast rescue – restores growth of sdo1-depleted yeast; S. cerevisiae sdo1-depleted JHY4D growth rescue, OD600 30 h; active compounds read high; pdr5 snq2 efflux-pump mutant strain; z-score at 10 µM; 140,000 compounds, 0.21% hits;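 active = z-score above 3 at both the 24 hr and the 30 hr optical density reads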;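 note: z-score against mean and SD of all compound wells on the same plate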
INS promoter inh – TRM-6 insulin promoter activity inhibition; TRM-6 cells (human fetal islet line), insulin promoter-eGFP reporter, imaging; reporter expression induced with tamoxifen; inhibition, % at 2 µM; 130,000 compounds, 0.9% hits;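 active = inhibition above the mean plus 3 SD, with well images judged a real hit on visual review, cut at about 60% in these data, passing the limit was not always enough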
SDO1 yeast rescue Rescue 24 h – recorded beside SDO1 yeast rescue, whose call it bears; z-score; S. cerevisiae sdo1-depleted JHY4D growth rescue, OD600; measured here: growth rescue at 24 h;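 0 is the plate mean of compound wells and units are plate SD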
* = called active by the depositor; nt = not tested or not shown. Only part of the results is shown; count on the stated rates, not on these rows.

Fields: SDO1 yeast rescue, SDO1 yeast rescue Rescue 24 h, INS promoter inh
- Cc1cc(-c2nnc3sc(C4CCCCC4)nn23)n[nH]1
    -0.51, -0.35, nt
- O=C(CC1CCCCC1)NCC1CCCO1 (stereo not given)
    0.04, -0.31, -19
- O=C(O)CC(=O)Nc1ccccc1C(=O)O
    0.26, -1.1, 33
- O=C(NN1C(=O)c2ccc(-c3ccc4c(c3)C(=O)N(NC(=O)c3cccnc3)C4=O)cc2C1=O)c1cccnc1
    nt, nt, -6
- COc1ccc2c(CN(C)c3ccccc3)cc(=O)oc2c1
    -1.8, -1.5, nt
- CSc1ccc(S(=O)(=O)NC2CCCCC2)cc1
    -0.47, 0.35, 27
- COc1ccc(CC(=O)OC(C)CN2CCCC2)cc1 (stereo not given)
    0.74, 0.94, 14
- Cc1ccccc1C(=O)NC(=S)Nc1sc2c(c1C#N)CCC(C)C2 (stereo not given)
    -0.62, 0.11, nt
- CC(c1n[nH]c(=S)n1-c1ccc(Cl)cc1)N(C)C (stereo not given)
    -0.08, -0.34, 14
- CC(C)CCNC(=O)C(C)N(Cc1ccc(F)cc1)C(=O)c1ccc(CN2CCCCC2)o1 (stereo not given)
    -0.03, -0.73, -38
- COc1ccc(N2CCN(C(=O)c3ccc(CS(=O)(=O)c4ccc(OC)cc4)o3)CC2)cc1
    -0.91, -1.2, nt
- O=C(Nc1ccccc1C(F)(F)F)c1cc(-c2cccc(O)c2)on1
    -0.42, 2.9, nt
- COc1ccc(-c2nc(-c3ccc4c(c3)OCO4)[nH]c2-c2ccc(OC)cc2)cc1
    -1.6, -1.2, 19
- Cc1ccccc1OCCC(=O)Nc1ccc(Cl)cc1F
    0.01, -0.26, -33
- COc1ccc(Nc2cnn(-c3nc4ccccc4s3)c(=O)c2Cl)cc1
    -1.6, -0.88, 7
- Cc1cc(C(F)F)n2ncc(C(=O)NCCc3ccc(Cl)cc3)c2n1
    -1.3, -1.1, 29
- Cc1c(Nc2cc(Cl)c3nonc3c2[N+](=O)[O-])c(=O)n(-c2ccccc2)n1C
    nt, nt, 100*
- N#Cc1cc2c(nc1SCc1ccccc1)CCCC2=O
    -0.97, -1, -412
- CCOc1ccc(OCC)c(NC(=O)CCCN2C(=S)NC(C)(C)CC2C)c1 (stereo not given)
    0.01, -1.1, -22
- O=C1N/C(=C/c2cccn2-c2ccc(F)cc2)C(=O)N1Cc1ccccc1
    0.28, 1.5, 25
- O=C(c1ccco1)N1C(=O)c2cccc3cccc1c23
    -1.1, -0.82, nt
- COc1ccc(CNC(=O)Nc2cccc(C)c2)cc1
    -0.62, -1.1, -9
- CCOC(=O)N=S(N)(=O)c1ccc(Cl)cc1 (stereo not given)
    0.05, -0.24, 23
- NC(=O)COC(=O)c1ccc(S(=O)(=O)N2CCCCCC2)cc1
    -0.75, -0.99, -51
- CCOc1ncccc1C(=O)OCc1ccc(C#N)cc1
    0.86, 0.76, nt
- CCCc1cc(=O)oc2cc(OCc3cccc(OC)c3)c(Cl)cc12
    -0.26, -0.03, 31
- COCCn1c(=O)c2c3c(sc2n(CC(N)=O)c1=O)CCCC3
    nt, nt, 6
- CC(C)CC(O)C1CCN(C(=O)CCc2nnc(-c3ccccc3)o2)CC1 (stereo not given)
    nt, nt, -6
- O=C(Nc1nnc(-c2ccco2)s1)C1CCCCC1
    -1.1, -0.4, nt
- Clc1ccc(-c2ccnc(Oc3ccc4ccccc4c3)n2)cc1
    -0.13, 1.2, -20
- O=c1c2ccc(-c3nnc4n3-c3ccccc3SC4)cc2nc2n1CCCCC2
    nt, nt, 14
- O=C(NCc1cccs1)C(=O)NCC1OCCCN1S(=O)(=O)c1cccs1 (stereo not given)
    nt, nt, -20
- Cn1c(N)c(C(=O)COC(=O)COc2ccc3ccccc3c2)c(=O)n(C)c1=O
    nt, nt, 14
- COc1ccc(S(=O)(=O)N/N=C\c2ccc3c(c2)OCO3)cc1
    -0.05, -0.57, 35
- CCOc1ccc(CCNC(=O)C2CCN(S(=O)(=O)CC)CC2)cc1OCC
    1.2, 1.7, nt
- Cc1[nH]c2ccccc2c1/C=N/NC(=O)Cc1cccs1
    0.12, -0.05, 17
- FC(F)(F)c1nc2ccccc2c2nc3ccccc3n12
    -0.43, 1.2, -57
- c1ccc(-n2cnnc2SCc2cn3cccnc3n2)cc1
    0.56, -0.16, -3
- CC(=O)Nc1ccccc1/C=C/c1ccc2c(C)ccc(O)c2n1
    -1, -0.53, -7
- CCc1cc(=O)oc2cc(OCC(=O)N(CC)CC)c(Cl)cc12
    -2.4, -1.4, nt
- O=C(CC1C(=O)OCC2CCCCN21)Nc1ccccc1C(F)(F)F (stereo not given)
    nt, nt, -21
- Cc1cc(N2C(=O)C(O)=C(C(=O)c3cccs3)C2c2ccccc2)no1 (stereo not given)
    1.1, 0.87, -33
- CCCC(=O)Nc1ccc(C(=O)NNC(=O)c2cccc([N+](=O)[O-])c2)cc1
    nt, nt, 20
- Cc1ccnc(SCCn2c(N3CCCCC3)nc3c2c(=O)n(C)c(=O)n3C)n1
    0.3, 0.06, -22
- O=C(NNC(=O)c1cc2cc3ccccc3nc2s1)c1ccc(F)cc1
    -0.89, 0.4, -36
- Cc1cc(C(F)(F)F)nn1CC(=O)N1CCCC1
    0.91, 1.8, 4
- O=C(COC(=O)c1ccccc1C(=O)N1CCN(c2ccc(F)cc2)CC1)NCc1ccccc1
    -0.81, -0.74, -13
- CCOCCCNC(=O)N[C@@H](C)C(=O)OC
    -0.08, -0.67, nt
- CCCCN(CC)CCNC(=O)CN(C)S(=O)(=O)c1ccc2c(c1)c(=O)n(C)c(=O)n2C
    0.94, 1.6, 12
- COc1cc(C(=O)Nc2nnc(-c3sccc3C)s2)cc(OC)c1OC
    -0.85, -0.19, -7
- COC(=O)c1ccc(NC(=O)c2ccccc2N(C)S(C)(=O)=O)cc1
    -0.38, -0.66, 52
- CNC(=O)CN(C)S(=O)(=O)c1ccc(F)cc1
    0.35, -0.12, -50
- Cc1noc(NS(=O)(=O)c2ccc(NC(=O)CS(=O)(=O)c3ccccc3)cc2)c1C
    1.2, -0.02, -25
- O=C(COc1ncnc2c(Cl)cc(Cl)cc12)NC1CCCCCC1
    -0.87, -0.9, 19
- COc1ccc(C2N(S(=O)(=O)c3ccccc3)CCN2S(=O)(=O)c2ccc(C)cc2)cc1 (stereo not given)
    -0.52, 0.15, nt
- CCOC(=O)c1c(C)c(C(=O)NCc2cccs2)c(C)n1C
    0.9, 1.1, nt
- O=C(CSc1nnc(-c2ccco2)n1-c1ccccc1)NCc1ccco1
    0.09, 0.21, 81*
- NC(=O)C1CCN(C(c2ccccc2Cl)c2nnnn2Cc2ccc3c(c2)OCO3)CC1 (stereo not given)
    0.5, 0.17, nt
- CC(=C/c1ccccc1)/C=N/NC(=O)c1cnccn1
    0.09, -0.24, -19
- CCOc1ccc(NC(=O)[C@@H](NC(=O)c2ccccc2Br)C(C)C)cc1
    1.2, 1.5, -48

(listing goes on)
SMILES	SDO1 yeast rescue	SDO1 yeast rescue Rescue 24 h	INS promoter inh
O=C(N/N=C/c1c[nH]c2c1ccc1ccccc12)c1ccc([N+](=O)[O-])cc1	-1.2	-0.47	nt
Cc1cc(-c2cc(-c3ccc(Cl)cc3)nc(N)c2C#N)co1	-1.8	-1.4	nt
COc1ccccc1N1CCN(/N=C\c2sccc2C)CC1	nt	nt	12
COc1ccc(-n2cnnc2SCc2csc(-c3ccccc3)n2)cc1	-1.6	-0.99	23
O=C(Nc1cccc(C(F)(F)F)c1)C(Sc1ncnc2ccccc12)c1ccccc1 (stereo not given)	-0.35	-0.14	nt
COC(=O)c1cc2occc2n1Cc1nc(-c2ccc(Cl)cc2)oc1C	-0.62	-0.02	37
CCSc1nnc(NC(=O)CC)s1	0.06	-0.71	nt
CSc1nc(C)cc(SCC(=O)Nc2ccc(Cl)cc2Cl)n1	-0.24	-0.21	-150
COc1ccc(-n2c(C)nn(C)c2=O)cc1	0.43	-0.3	-27
COCCCn1c(SCCc2ccccc2)nc2cc(OC)c(OC)cc2c1=N	nt	nt	0
CC(C)Cn1c(C(C)C)nc([N+](=O)[O-])c1S(=O)(=O)c1ccc(F)cc1	-1.1	-0.93	nt
CCN(CC)CCNC(=O)c1c(O)c2cccc3c2n(c1=O)CCC3	0.11	0.08	3
Cc1ccc(Cn2cccc(NC(=O)c3ccco3)c2=O)cc1	-0.77	-1.3	nt
COc1ccccc1OCC(=O)Nc1ccc(S(=O)(=O)Nc2nc(C)cc(C)n2)cc1	-0.06	-0.3	25
COc1ccc(NS(=O)(=O)c2ccc3oc4ccccc4c3c2)cn1	-1.8	-1.1	8
O=C(Cc1c[nH]c2ccccc12)Nc1nccs1	-0.36	-0.74	-24
COc1ccc(OC)c(NC(=O)CNC(=O)Cn2ccc3ccccc3c2=O)c1	0.19	-0.27	nt
CCNC(=S)N1CCC(C(O)(c2ccccc2)c2ccccc2)CC1	nt	nt	-59
Cc1cccc(NC(=O)/C(=C/c2cccc([N+](=O)[O-])c2)NC(=O)c2cccs2)c1	0.87	0.78	nt
N#CC(C(=O)CCN1C(=O)C2CC=CCC2C1=O)c1nc2ccccc2[nH]1 (stereo not given)	0.16	0.06	51
CCOc1ccc2nc(SC3CC(=O)N(c4ccc(OC)cc4)C3=O)sc2c1 (stereo not given)	-1.3	-1	nt
COC(=O)c1ccc(S(=O)(=O)N2CCC(c3nc4ccccc4o3)CC2)cc1	0.04	3.1	11
O=C(Nc1nc(-c2ccccc2)cs1)c1ccccc1NS(=O)(=O)c1ccc(F)cc1	-1.9	-0.54	31
CCOc1cc(C2C(C#N)=C(N)OC(C)=C2C(C)=O)c(Br)c(Br)c1OC(C)C (stereo not given)	-1.6	-0.61	-31
O=S1(=O)N=C2CCCCCN2C(c2ccncc2)N1 (stereo not given)	-0.18	0.59	nt
O=C1N/C(=C\c2ccc(O)cc2)C(=O)c2ccccc21	-2	-1.3	nt
COc1ccc(NC(=O)CSc2nncn2C)c([N+](=O)[O-])c1	0	-0.78	10
COc1ccccc1NC(=O)c1cc(S(=O)(=O)N2CCC3(CC2)OCCO3)ccc1F	-1.2	-1.3	21
O=S1(=O)CCN2C(c3cccc4ccccc34)=CSC2=N1	nt	nt	0
C/C(N)=C(/C#N)C(=O)COC(=O)c1cccc2ccccc12	-0.42	-0.96	nt
Cc1cc(Oc2ccccc2)nc(NCc2ccccc2)n1	-1	-0.47	-14
O=C(Nc1ccc2nn(-c3ccccc3)nc2c1)c1cccs1	-1.9	-0.13	-6
CNC(=O)CC(C(=O)O)c1ccc(OC(C)C)cc1 (stereo not given)	1.3	1.6	-32
COC(=O)CS(=O)(=O)c1ccc2c(c1)CC(=O)N2	0.82	0.05	nt
COC(=O)[C@@H](N)CS	0.2	-0.62	-76
O=C(NCc1nnc(SCC(=O)N2CCc3ccccc32)o1)c1ccco1	nt	nt	55
O=C(Nc1ccn(Cc2ccc(Cl)cc2)n1)c1ccc2c(c1)OCO2	-1.6	-1.1	77*
CC1CCc2c(sc(N)c2C(N)=O)C1 (stereo not given)	-0.13	0.13	6
O=C(NN1S(=O)(=O)c2ccccc2S1(=O)=O)c1ccc(Br)cc1	nt	nt	27
Cc1cccc(NC(=O)CSc2nnc([C@@H](N)Cc3ccccc3)o2)c1C	0.32	0.78	26
COc1ccc2c(c1)[nH]c1c(=O)n(/N=C/C3C(C)C=C(C)CC3C)c(=O)[nH]c12 (stereo not given)	nt	nt	0
O=C(CN1CCCCCC1)Nc1cccc2c1OCO2	0.31	-0.28	20
COc1ccc(C(=O)Nc2ccc(S(=O)(=O)N3CCCCC3)cc2)cc1OC	-0.8	-0.37	23
O=[N+]([O-])c1ccc(Sc2n[nH]c(-c3ccncc3)n2)nc1	nt	nt	14
C=CCNC(=O)CN1CCC(O)(c2ccc(F)cc2)CC1	0.92	0.36	nt
COc1ccc(-c2cn3ccccc3n2)cc1OC	0.38	-0.3	nt
COC(=O)c1ccc(Oc2c(Cl)cccc2[N+](=O)[O-])cc1	-0.53	-0.5	40
S=C(Nc1ccc(Oc2ccccc2)cc1)N1CCN(c2ccccn2)CC1	nt	nt	-65

5 compounds out of the list above, ordered by the value under SDO1 yeast rescue, lowest first.
molecule,SDO1 yeast rescue,SDO1 yeast rescue Rescue 24 h,INS promoter inh
COc1ccc(C(=O)Nc2ccc(S(=O)(=O)N3CCCCC3)cc2)cc1OC,-0.8,-0.37,23
COC(=O)c1ccc(Oc2c(Cl)cccc2[N+](=O)[O-])cc1,-0.53,-0.5,40
O=C(CN1CCCCCC1)Nc1cccc2c1OCO2,0.31,-0.28,20
COc1ccc(-c2cn3ccccc3n2)cc1OC,0.38,-0.3,nt
C=CCNC(=O)CN1CCC(O)(c2ccc(F)cc2)CC1,0.92,0.36,nt

Filtered by structure, those above containing a CF3 group
SMILES	SDO1 yeast rescue	SDO1 yeast rescue Rescue 24 h	INS promoter inh
O=C(Nc1ccccc1C(F)(F)F)c1cc(-c2cccc(O)c2)on1	-0.42	2.9	nt
FC(F)(F)c1nc2ccccc2c2nc3ccccc3n12	-0.43	1.2	-57
O=C(CC1C(=O)OCC2CCCCN21)Nc1ccccc1C(F)(F)F (stereo not given)	nt	nt	-21
Cc1cc(C(F)(F)F)nn1CC(=O)N1CCCC1	0.91	1.8	4
O=C(Nc1cccc(C(F)(F)F)c1)C(Sc1ncnc2ccccc12)c1ccccc1 (stereo not given)	-0.35	-0.14	nt

Assay outcomes as filed in PubChem BioAssay.
